TMEM16A act: TMEM16A chloride channel activators or potentiators, primary screen, cell-based, HTS. 340,000 tested, 0.3% active. HEK293 TMEM16A/YFP-H148Q/I152L, iodide quench fluorescence; stronger effect = lower value. B-score at 10 µM. Anoctamin-1 (Mus musculus), Q8BHY3;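 active means fluorescence-ratio B-score plate-corrected deviation score at least 3 library SD below zero, with starting fluorescence score within 5 deviations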;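 further: channel opened by trigger with iodide after compound preincubation; score built on the fluorescence ratio of max minus min over baseline; more negative score means more quench and so TMEM16A activation or potentiation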
Target sequence (Q8BHY3 whole entry, looked up): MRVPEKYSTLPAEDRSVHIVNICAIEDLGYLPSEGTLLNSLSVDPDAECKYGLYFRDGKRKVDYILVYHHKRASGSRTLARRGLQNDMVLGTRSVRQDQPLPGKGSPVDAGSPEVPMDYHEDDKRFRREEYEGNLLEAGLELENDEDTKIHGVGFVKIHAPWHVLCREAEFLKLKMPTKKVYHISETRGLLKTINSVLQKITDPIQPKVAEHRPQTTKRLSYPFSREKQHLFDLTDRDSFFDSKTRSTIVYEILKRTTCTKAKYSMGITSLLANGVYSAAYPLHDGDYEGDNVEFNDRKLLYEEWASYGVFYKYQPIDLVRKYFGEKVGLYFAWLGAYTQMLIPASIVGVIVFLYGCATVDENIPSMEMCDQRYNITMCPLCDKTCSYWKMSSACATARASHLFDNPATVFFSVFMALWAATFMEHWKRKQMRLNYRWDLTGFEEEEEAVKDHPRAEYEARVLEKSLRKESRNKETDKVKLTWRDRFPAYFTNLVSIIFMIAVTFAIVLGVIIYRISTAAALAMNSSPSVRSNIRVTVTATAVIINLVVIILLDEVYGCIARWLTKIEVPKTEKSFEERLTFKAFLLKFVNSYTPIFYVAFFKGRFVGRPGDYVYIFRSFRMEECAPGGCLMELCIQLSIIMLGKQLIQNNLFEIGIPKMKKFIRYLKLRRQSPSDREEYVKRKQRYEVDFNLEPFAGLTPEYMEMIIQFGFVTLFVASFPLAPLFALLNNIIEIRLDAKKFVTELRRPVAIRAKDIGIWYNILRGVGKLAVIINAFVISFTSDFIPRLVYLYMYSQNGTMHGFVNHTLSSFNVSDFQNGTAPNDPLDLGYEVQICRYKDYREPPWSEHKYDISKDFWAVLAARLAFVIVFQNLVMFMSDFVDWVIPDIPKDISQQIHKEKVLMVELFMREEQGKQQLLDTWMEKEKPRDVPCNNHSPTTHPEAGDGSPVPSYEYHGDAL
Calls only; i = inactive.

SMILES | TMEM16A act
COc1ccccc1CNC(=O)COc1ccccc1C(=O)c1cnn(-c2ccccc2)c1 | i
Cc1ccccc1CCNC(=O)c1cc(C2CC2)nc2c1cnn2C(C)C | i
COC(=O)c1ccccc1S(=O)(=O)N1CCC(C(=O)Nc2ccc(N3CCOCC3)cc2)CC1 | i
c1ccc2cc3c(NCCN4CCOCC4)ccnc3cc2c1 | i
COc1ccc(NC(=O)CSc2nc3nc(C)cc(C)c3c(=O)[nH]2)cc1OC | i
COc1ccc([C@H]2CC(=O)C=C(c3ccc(C)c4ccccc34)C2)cc1 | i
Cc1cc(SCC(=O)N2CCN(C(=O)c3ccco3)CC2)c(C)cc1Br | i
Cc1cc(-n2c(C)cc(C(=O)COc3cc(F)ccc3[N+](=O)[O-])c2C)no1 | i
C=CCN1C(=O)C(CC(=O)O)S/C1=N/N=C/c1ccc(N(CC)CC)cc1 (centres undefined) | i
CCCCn1c(N)c(N(CCC(C)C)C(=O)COC(=O)c2ccc(CC)cc2)c(=O)[nH]c1=O | i
O=C(c1cc(-c2ccccc2Cl)nc2ccccc12)N1CCN(c2ccccn2)CC1 | i
Cc1ccc(S(=O)(=O)NCC(=O)OCC(=O)Nc2ccc3c(c2)OCCO3)cc1 | i
CC(=O)c1ccc(NC(=O)C(C)Sc2nnc3ccccn23)cc1 (centres undefined) | i
O=C1[C@@H](Oc2ccccc2)[C@@H](c2ccncc2)N1c1ccccc1 | i
COc1ccc(OC)c(CN2CCN(C(=O)CNC(=O)c3ccc(C(C)(C)C)cc3)CC2)c1 | i
Cc1ccc(NC(=O)COC(=O)CNC(=O)C2CCCCC2)cc1S(=O)(=O)N(C)C | i
O=C(C[C@H]1C/C=C\CC[C@H](Cc2ccc(F)cc2)C(=O)OC[C@H]2CCCN2C1=O)N[C@@H](CO)Cc1ccccc1 | i
CC(NC(=O)c1ccc(Cl)c(S(=O)(=O)N2CCCCCC2)c1)c1cccnc1 (centres undefined) | i
COc1ccc(-c2cccc3c2NC(=O)C3=O)cc1OC | i
CN(Cc1ccccc1Br)C(=O)CN1C(=O)NC2(CCCCCC2)C1=O | i
COc1cc(C2C3=C(COC3=O)Oc3cc4c(cc32)OCO4)cc(OC)c1OC(C)=O (centres undefined) | i
Oc1ccccc1-c1ccn[nH]1 | i
COc1ccc(C(=O)NC(C)c2ccc(-n3ccnc3)cc2)cc1S(=O)(=O)N1CCOCC1 (centres undefined) | i
COc1cc(OC)c(N(C)S(=O)(=O)c2cccc(C(=O)Nc3nccs3)c2)cc1Cl | i
COc1ccc(S(=O)(=O)N2CCOCC2)cc1NS(=O)(=O)c1ccc(F)c(F)c1 | i
O=C1C=CC(=Nc2ccc3c(c2)Cc2ccccc2-3)O1 | i
COc1ccc(CN2CCN(C(=O)c3c(-c4ccccc4)noc3C)CC2)cc1F | i
COC(=O)c1ccc(NC(=O)COC(=O)COc2cccc3c2OC(C)(C)C3)cc1 | i
CCCn1cnc2c(SCc3ccccc3)nc(N)nc21 | i
Cc1ccc(NC(=O)CN(C)C(=O)COc2ncnc3ccc(Br)cc23)cc1 | i
OC(CCN1CCC2CCC(C2)C1)c1ccc(Br)cc1 (centres undefined) | i
O=C(Cc1ccc2ccccc2c1)NC(Cc1ccccc1)C(=O)O (centres undefined) | i
COc1ccc(C(=O)C(C)OC(=O)c2sc(C)nc2C)cc1 (centres undefined) | i
CN(CC(=O)Nc1ccccc1Cl)C(=O)c1ccc(N2CCCCCC2)c([N+](=O)[O-])c1 | i
COc1ccc(C(CNC(=O)CNC(=O)c2ccc(F)cc2)N2CCCC2)cc1 (centres undefined) | i
CCc1cn(C2CC(O)C(CO)O2)c(=O)[nH]c1=O (centres undefined) | i
CC(C)(C)OC(=O)C[C@H]1C/C=C\C[C@@H](CC(=O)N[C@@H](CO)Cc2ccccc2)C(=O)NC[C@@H](c2ccccc2)OC1=O | i
CN(C)CCC=C1c2ccccc2CCc2ccccc21 | i
Cc1noc(C)c1COc1ccccc1C(=O)N(C)Cc1ccc(F)cc1 | i
CC(C)(C)OC(=O)CNC(=O)c1[nH]cnc1C(=O)NC1CCNCC1 | i
CCC1(C2=CCCCC2)C(=O)NC(=S)N=C1N (centres undefined) | i
N#Cc1c2c(c(Nc3ccc(F)cc3)n3c1nc1ccccc13)CCCC2 | i
COc1ccccc1N(C)S(=O)(=O)c1ccc(C)c(C(=O)NCc2ccccn2)c1 | i
O=C(Nc1ccc(OC(F)(F)F)cc1)c1ccccc1-n1cnnn1 | i
NC(=S)NN=C1CCCCCCCCCC1 | i
Cc1ccc(NC(=O)COC(=O)c2ccc(S(=O)(=O)N3CCCC3)cc2)cc1 | i
O=C(CCSCCC(=O)NN=Cc1ccccc1)NN=Cc1ccccc1 | i
COc1ccc(/C=C/C(=O)OCC(=O)N2CCCCCC2)cc1OC | i
O=C(Cn1cc([N+](=O)[O-])ccc1=O)NC1CCCCC1 | i
Cc1c(C(=O)Nc2nccs2)oc2ccc(F)cc12 | i

4 compounds picked at random from the list so far, as already listed:
SMILES | TMEM16A act
Cc1c(C(=O)Nc2nccs2)oc2ccc(F)cc12 | i
COc1ccccc1N(C)S(=O)(=O)c1ccc(C)c(C(=O)NCc2ccccn2)c1 | i
COc1ccc(/C=C/C(=O)OCC(=O)N2CCCCCC2)cc1OC | i
N#Cc1c2c(c(Nc3ccc(F)cc3)n3c1nc1ccccc13)CCCC2 | i

(listing goes on)
SMILES | TMEM16A act
CCN(CC(=O)NC1CCS(=O)(=O)C1)S(=O)(=O)c1ccc(Br)cc1 (centres undefined) | i
O=C(CNC(=O)c1ccc(Br)cc1)Nc1ccc2c(c1)CCC2 | i
CCCN(CC(=O)Nc1ccccc1C)C(=O)c1ccc2c(c1)OCO2 | i
O=c1oc2ccccc2c2c1cnc1ccccc12 | i
Cc1cc(C(=O)OCC(=O)Nc2ccccc2Br)c(C)o1 | i
CC(=O)NC12CC3CC(C1)CC(C(=O)N1CCN(S(=O)(=O)c4ccc([N+](=O)[O-])cc4)CC1)(C3)C2 | i
CC(C)Oc1ccc(C(=O)NCC(=O)N2CCN(S(=O)(=O)/C=C/c3ccccc3)CC2)cc1 | i
COc1ccc(C(=O)NCCOc2cccc(Oc3ccccc3)c2)cc1OC | i
Cc1cc(C(=O)C(C)OC(=O)c2ccc(NC(=O)CC#N)cc2)c(C)n1-c1ccc(OC(F)F)cc1 (centres undefined) | i
Cc1cc(C)n(CC(=O)NNC(=O)c2cncc(Br)c2)n1 | i
COc1cc(/C=C/C(=O)N(C)CC(=O)Nc2ccccc2SC)cc(OC)c1OC | i
CSCCC(NC(=O)c1ccccc1)C(=O)N1CCN(C(=O)c2ccccc2)CC1 (centres undefined) | i
COc1ccc(NC(=O)C2CCN(S(=O)(=O)c3cccs3)CC2)cc1OC | i
c1ccc(CN(CCN2CCOCC2)Cc2ccccc2)cc1 | i
Cc1cc(NC(=O)CSc2nnc(-c3cccc(F)c3)n2N)no1 | i
CC(=O)c1c(C)[nH]c(C(=O)COC(=O)c2cccs2)c1C | i
C[C@]12CC[C@H](O)CC1=CCC1C2CC[C@@]2(C)C1CCC21OCCO1 (some centres undefined) | i
O=C(C[C@H]1C/C=C\C[C@H](NC(=O)OCC2c3ccccc3-c3ccccc32)C(=O)OC[C@H]2CCCN2C1=O)NCCO | i
C/C=C/C=C/C(=O)O | i
N#Cc1ccccc1S(=O)(=O)N1CCN(CC(=O)Nc2ccnn2C2CCCC2)CC1 | i
Cc1ccc(Nc2nnc(SCC(=O)c3c(N)n(C4CC4)c(=O)[nH]c3=O)s2)cc1C | i
c1ccc(CN2CCOCC2)nc1 | i
COc1ccccc1OCC(=O)Nc1cc(Cl)ccc1N1CCCCC1 | i
CC(OC(=O)C1CC(=O)N(Cc2ccco2)C1)C(=O)Nc1ccc(F)cc1Cl (centres undefined) | i
C=CC[C@@H](CC(=O)N[C@H](CO)Cc1ccccc1)C(=O)NCCOC(=O)[C@@H](CC=C)CC(=O)OC(C)(C)C | i
COc1ccc(/C=C2\SC(=S)N(CCCC(=O)N3CCN(C)CC3)C2=O)cc1OC | i
Cc1ccc(CN2CC(C(=O)N3CCN(S(=O)(=O)c4ccc(C)cc4C)CC3)CC2=O)cc1 (centres undefined) | i
CCCn1c(N)c(C(=O)CSc2nc(C3CC3)n(-c3ccccc3)n2)c(=O)[nH]c1=O | i
COc1cc(S(=O)(=O)N2CCOCC2)cc(C(=O)OCC(=O)NCc2ccco2)c1OC | i
CC12CC3CC(C1)CC(C(=O)NNC(=O)c1ccncc1)(C3)C2 | i
CSc1ccccc1NC(=O)CN(C)C(=O)COc1cccc2cccnc12 | i
Cc1ccc(C(=O)NCC(=O)OCC(=O)NC(C)C2CC3CCC2C3)cc1 (centres undefined) | i
Cc1nc2ccccc2nc1-c1ccc([N+](=O)[O-])cc1 | i
O=[N+]([O-])c1ccc(S(=O)(=O)NN=Cc2ccc(Cl)c(Cl)c2)cc1 | i
CC(=O)Nc1ccc(NC(=O)C(NS(=O)(=O)c2ccc3c(c2)OCCO3)C(C)C)cc1 (centres undefined) | i
CC1CCC(NC(=O)CN2C(=O)C3CC=CCC3C2=O)CC1 (centres undefined) | i
COc1ccc(C(=O)OCC(=O)Nc2sccc2C(N)=O)cc1[N+](=O)[O-] | i
Cc1ccc(OCCNS(=O)(=O)c2ccc(Cl)cc2)cc1 | i
COc1ccccc1S(=O)(=O)N1CCNC(=O)C1 | i
COc1ccc(C(=O)COC(=O)c2ccccc2O)c(OC)c1 | i
O=C(/C=C/c1cccs1)c1ccco1 | i
CC(=O)Nc1cccc(NC(=O)COc2ccc3c(c2)CCC3)c1 | i
O=C(COC(=O)Cc1ccc(Cl)cc1)NCc1ccco1 | i
CC1(C)Oc2cc3oc(=O)ccc3cc2C[C@@H]1O | i
O=C(NCc1ccccn1)c1c(-c2ccccc2)sc2ccccc12 | i
Nn1c(SCC(=O)NC2CCCc3ccccc32)nnc1C1CC1 (centres undefined) | i
COc1cc(NC(=O)CSCC(=O)N(C)C2CCCCC2)cc(OC)c1 | i
CC(C)[C@H](NC(=O)OCc1ccccc1)C(=O)OCC(=O)c1ccccc1 | i
CCOc1ccc(S(=O)(=O)N(CC)CC(=O)NC2CCS(=O)(=O)C2)cc1 (centres undefined) | i
Cc1ccc(NC(=O)CN2C(=O)NC3(CCCCC3)C2=O)cc1S(=O)(=O)N1CCOCC1 | i

Arranged by formula weight (descending): three of the compounds above
SMILES | TMEM16A act
CC(C)[C@H](NC(=O)OCc1ccccc1)C(=O)OCC(=O)c1ccccc1 | i
O=C(COC(=O)Cc1ccc(Cl)cc1)NCc1ccco1 | i
O=C(/C=C/c1cccs1)c1ccco1 | i

New compounds follow.
SMILES | TMEM16A act
CCOc1ccc(N(C)S(=O)(=O)c2ccc(C)c(C(=O)NCCc3ccc(OC)cc3)c2)cc1 | i
CC1CCC2(CC1)NC(=O)N(CC(=O)N1c3ccccc3CC1C)C2=O (centres undefined) | i
CCCCOC(=O)NC1CCc2cc(OC)c(OC)c(OC)c2-c2ccc(SC)c(=O)cc21 (centres undefined) | i
COc1ccc(C(C)=O)c(Oc2ccc(S(=O)(=O)N3CCOCC3)cn2)c1 | i
CC(=O)OCC(=O)C1(O)CCC2C3CCC4=CC(=O)C=CC4(C)C3C(=O)CC21C (centres undefined) | i
O=C(COC(=O)c1cc(S(=O)(=O)N2CCOCC2)c(Cl)cc1Cl)NC1CC1 | i
Cc1cccc(C)c1NC(=O)CNC(=O)c1cccc(S(=O)(=O)NCc2cccs2)c1 | i
CCOC(=O)c1cccc(C2=CC(=O)CC(C)(C)C2)c1 | i
CN(C)C(=O)COC(=O)c1cccc(S(=O)(=O)N2CC3(C)CC2CC(C)(C)C3)c1 (centres undefined) | i
Cn1nc(C(=O)Nc2cccc(S(=O)(=O)N3CCOCC3)c2)c2ccccc2c1=O | i
CC(=O)c1ccc(Cl)c(Cl)c1Cl | i
Cc1cnc(C(=O)OCC(=O)Nc2ccc(OCc3ccccc3)cc2)cn1 | i
O=C(COC(=O)CC1CC2CCC1C2)Nc1ccc(Cl)c(S(=O)(=O)N2CCOCC2)c1 (centres undefined) | i
N/C(=N\OS(=O)(=O)c1ccc(Cl)cc1)c1ccccn1 | i
CN1CCC[C@@H]1CCO[C@](C)(c1ccccc1)c1ccc(Cl)cc1 | i
c1cnc2nc3c4ccccc4c4ccccc4c3nc2c1 | i
CC(C)[C@H](NC(=O)c1ccccc1)C(=O)Nc1cccc(S(=O)(=O)N2CCOCC2)c1 | i
COc1ccc(S(=O)(=O)N2CCN(C(=O)c3cc4c(s3)CCC4)CC2)cc1 | i
O=C(CCc1nc(-c2ccc(F)cc2)no1)NCc1ccccc1CN1CCOCC1 | i
COc1ccc(C(=O)C=Cc2cccs2)c(O)c1 | i
Cc1nc(SCCc2nc3ccccc3[nH]2)c2oc3ccccc3c2n1 | i
COc1ccc2c(c1)CCC1C2CCC2(C)C(O)C(=O)CC12 (centres undefined) | i
Oc1ccc(C=NNC(=S)Nc2cccnc2)nc1 | i
CC1CCCCC12NC(=O)N(CC(=O)OCC(=O)N(C)C1CCCCC1)C2=O (centres undefined) | i

A portion of the library; the hit share may differ from the screen's.
